# L3MBTL1 block: qHTS Assay for the Inhibitors of L3MBTL1; AlphaScreen L3MBTL1–H3K9me1 peptide binding; Potency, µM (titrated, usually from 57.1 µM), without a hit: at the highest dose activity, negative = inhibition, usual class: inhibitors; 230,000 compounds, 0.66% hits; active means well fitted inhibition curve with a large enough effect; inconclusive means small, poorly fitted or top-dose-only effect; inactive means no such curve, though single readings can be large or run the other way; further: nearly all actives have a fitted effect of over 60% in size
# Target sequence (Q9Y468 whole entry, looked up): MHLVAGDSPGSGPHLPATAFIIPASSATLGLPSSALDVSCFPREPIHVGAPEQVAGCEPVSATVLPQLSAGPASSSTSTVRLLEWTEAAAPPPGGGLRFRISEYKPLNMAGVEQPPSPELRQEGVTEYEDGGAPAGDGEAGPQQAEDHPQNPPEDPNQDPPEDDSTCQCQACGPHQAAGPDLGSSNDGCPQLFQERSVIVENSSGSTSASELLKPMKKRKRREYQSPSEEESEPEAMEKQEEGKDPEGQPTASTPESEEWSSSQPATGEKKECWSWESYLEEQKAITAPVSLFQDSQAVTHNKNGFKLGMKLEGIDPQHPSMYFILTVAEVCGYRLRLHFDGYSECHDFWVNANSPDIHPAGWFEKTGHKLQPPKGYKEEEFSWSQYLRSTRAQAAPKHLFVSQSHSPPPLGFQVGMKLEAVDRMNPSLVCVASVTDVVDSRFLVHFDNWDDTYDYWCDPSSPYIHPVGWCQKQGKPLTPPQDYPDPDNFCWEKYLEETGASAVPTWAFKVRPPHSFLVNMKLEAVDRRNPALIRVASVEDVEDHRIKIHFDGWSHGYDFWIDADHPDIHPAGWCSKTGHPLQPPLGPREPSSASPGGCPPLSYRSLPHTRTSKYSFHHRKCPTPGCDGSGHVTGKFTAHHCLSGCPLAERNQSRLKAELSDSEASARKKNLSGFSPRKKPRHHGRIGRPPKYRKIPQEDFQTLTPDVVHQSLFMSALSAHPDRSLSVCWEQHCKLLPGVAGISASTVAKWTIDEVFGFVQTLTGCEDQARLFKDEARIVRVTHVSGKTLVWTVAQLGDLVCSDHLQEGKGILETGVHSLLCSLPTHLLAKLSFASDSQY
#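 Displacement of a biotinylated histone H3(1-15) peptide monomethylated at Lys9 (75 nM) from L3MBTL1 (50 nM) was measured by AlphaScreen after a 30 min room-temperature compound incubation; cefsulodin titration served as intraplate control.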
# * marks the source's active call; other numbers are inactive results; ? = inconclusive; [ ] = remark or other dose. On the % scale 0 is the no-effect control and ±100 the full control effect; potency means the concentration at half of the fitted maximal effect.
SMILES,L3MBTL1 block
O=c1oc(CCO)cc2ccc(Br)cc12,5%
COc1cc(OC)cc(C(=O)NCCCCCCNC(=O)c2cc(OC)cc(OC)c2)c1,-8%
Cc1cccc(NC(=O)CNC(=O)Cn2cc(C(F)(F)F)cc(Cl)c2=O)c1C,4%
COc1ccc(NC(=O)CN(C)C(=O)c2ccc(N3CCCCCC3)c([N+](=O)[O-])c2)cc1,-9%
CCCN1CCN(C(=O)c2cc3c(s2)-c2ccccc2OC3)CC1,7%
NC(=O)c1ccc(NC(=O)COC(=O)c2cc3ccccc3cc2O)cc1,5%
COc1ccc(-c2c(-c3ccccc3OC)sc3ccccc23)cc1C=O,17%
CCOC(=O)c1cc(-c2ccccc2)n(CC2CC(c3ccc(OC)cc3)=NO2)n1 (stereo not drawn),1%
CCc1cccc(C)c1NC(=O)CCCN1C(=O)CN(C)C1=O,-1%
O=[N+]([O-])c1ccc(N/N=C/c2cccnc2)cc1,-1%
O=C(NC1CCCCC1)c1ccc(-c2ccc(Cl)cc2)o1,?
O=C(COC(=O)/C=C/c1ccccc1)NNC(=O)c1ccc([N+](=O)[O-])cc1,0%

# Random excerpt: 3 entries already listed
SMILES,L3MBTL1 block
COc1ccc(NC(=O)CN(C)C(=O)c2ccc(N3CCCCCC3)c([N+](=O)[O-])c2)cc1,-9%
O=C(NC1CCCCC1)c1ccc(-c2ccc(Cl)cc2)o1,?
CCCN1CCN(C(=O)c2cc3c(s2)-c2ccccc2OC3)CC1,7%

# Reformatted with tabs: part of the list above.
Molecule	L3MBTL1 block
CCCN1CCN(C(=O)c2cc3c(s2)-c2ccccc2OC3)CC1	7%
NC(=O)c1ccc(NC(=O)COC(=O)c2cc3ccccc3cc2O)cc1	5%
COc1ccc(-c2c(-c3ccccc3OC)sc3ccccc23)cc1C=O	17%
CCOC(=O)c1cc(-c2ccccc2)n(CC2CC(c3ccc(OC)cc3)=NO2)n1 (stereo not drawn)	1%

# Back to the main list, starting 3 compounds before the break.
SMILES,L3MBTL1 block
O=[N+]([O-])c1ccc(N/N=C/c2cccnc2)cc1,-1%
O=C(NC1CCCCC1)c1ccc(-c2ccc(Cl)cc2)o1,?
O=C(COC(=O)/C=C/c1ccccc1)NNC(=O)c1ccc([N+](=O)[O-])cc1,0%
O=C(O)c1ccc(OS(=O)(=O)c2ccc(Cl)s2)c(Cl)c1,5%
CCCCOc1ccc(/C=C(\C(=O)O)c2ccc(S(=O)(=O)N3CCCC3)s2)cc1,2%
COc1ccc(-c2nnn(Cc3ccccc3)n2)cc1OC,-4%[2.29 µM]
COc1ccc(-c2nn(-c3ccccc3)cc2CNC[C@H]2O[C@@H](n3cnc4c(N)ncnc43)[C@H](O)[C@@H]2O)cc1,-7%
Brc1cccc(CNCc2ccncc2)c1,3%
Cc1cc(C)nc(SCC(=O)NNS(=O)(=O)c2ccc(C#N)cc2)n1,?
O=C(COC(=O)Cc1ccc(S(=O)(=O)N2CCOCC2)s1)Nc1ccc(F)cc1F,1%
Cc1ccc(C(CNS(=O)(=O)c2ccc(F)cc2C)N2CCN(C)CC2)cc1 (stereo not drawn),-11%
COc1ccc(C)cc1S(=O)(=O)N1CCN(C/C=C/c2ccccc2)CC1,-10%
Cc1cc(Cl)ccc1OCC(=O)NNC(=O)c1ccc(=O)[nH]c1,4%
Cc1cc(C)nc(Nc2nc(-c3ccccc3)cs2)n1,-2%
O=[N+]([O-])c1cccnc1N1CCN(Cc2ccc3c(c2)OCO3)CC1,?
O=C(c1cccc(S(=O)(=O)N2CCN(c3ccc(F)cc3)CC2)c1)N1CCCC1,0%
CC(C)(C)OC(=O)C[C@H]1C/C=C\C[C@H](CC(=O)NCCO)C(=O)NC[C@H](c2ccccc2)OC1=O,11%
COc1ccc(Cl)cc1NC(=O)CCN1CCN(Cc2ccccc2)CC1,-5%
COCCSc1ccccc1C(=O)Nc1ccc(S(=O)(=O)N2CCOCC2)cc1,13%
CS(=O)(=O)N(Cc1nc(-c2ccc(F)cc2)no1)c1ccccc1Cl,26%
Cc1ccc(C2N(C)C(=O)c3ccccc3N2C)cc1 (stereo not drawn),7%
CC(Oc1cccc(Br)c1)C(=O)Nc1cccc(S(=O)(=O)N2CCOCC2)c1 (stereo not drawn),6%
O=C(Nc1cc(Cl)ccc1-n1cncn1)c1ccc(Br)o1,16%
COc1ccc(CCN(C)Cc2cccc3ccccc23)cc1OC,2%[2.29 µM]
CCOc1ncccc1C(=O)OC(C)C(=O)NC1CCCCC1 (stereo not drawn),3%
O=S(=O)(Nc1ccc(-c2ccc(N3CCOCC3)nn2)cc1)c1ccc(Cl)c(Cl)c1,3%
O=C(CSc1nnc(-c2cccnc2)o1)Nc1cccc(F)c1,1%
CCN(C(=O)Cn1cnc2ccccc2c1=O)C1CCS(=O)(=O)C1 (stereo not drawn),5%
COc1ccc(N2CCN(C(=S)Nc3ccccc3OC)CC2)cc1,-1%[2.29 µM]
Cc1ccc(S(=O)(=O)NCc2ccccc2)cc1C(=O)N1CC(C)CC(C)C1 (stereo not drawn),5%
Cc1ccc(S(=O)(=O)N(C)CC(=O)NCCCc2ccccc2)cc1,3%
CC(C)C(=O)Nc1ccc(C(=O)Nc2ccc(S(=O)(=O)N3CCOCC3)cc2)cc1,1%
COc1ccc(C)cc1Nc1nc(N)c2ccccc2n1,-5%
COc1cc(-c2c(-c3cc(OC)c(OC)c(OC)c3)noc2C)ccc1F,6%
Cc1cc(OCC(=O)NCC2CCC(C(=O)O)CC2)c2c(C)c(C)c(=O)oc2c1 (stereo not drawn),-2%
CC(Oc1ccc(Br)cc1)C(=O)NCC(c1cccs1)N1CCOCC1 (stereo not drawn),8%
Nc1nccnc1C(=O)OCC(=O)NCCc1ccc(Cl)cc1,-10%
Cc1noc(C)c1COc1ccccc1C(=O)NCCc1ccccc1,3%
CN(CC(=O)Nc1ccc(F)c(F)c1F)C(=O)C1=NN(c2ccccc2)C(=O)CC1,-3%
CCCCCc1ccc(CC(=O)N2CCOCC2)cc1,7%
O=C(COc1ccc(F)cc1Cl)Nc1cccc(S(=O)(=O)N2CCCCCC2)c1,6%
Cc1c(NC(=S)NC(=O)c2cccc(Cl)c2)c(=O)n(-c2ccccc2)n1C,6%
COc1ccc(N(C(=O)c2ccncc2)S(=O)(=O)c2ccc(Cl)cc2)cc1,1%
N#Cc1ccccc1S(=O)(=O)N1CCC(C(=O)NCc2ccccc2CN2CCCC2)CC1,24%
CC(C)(C)OC(=O)N[C@H](/C=C/c1ccccc1)C(=O)OC(C)(C)C,5%
Cc1ccc(CNC(=O)COc2cccc3c2OC(C)(C)C3)cc1,-12%
O=C(CNc1cccc(S(=O)(=O)N2CCCC2)c1)Nc1ccc(F)cc1F,-2%
C[C@H](CO)N1C[C@H](C)[C@@H](CN(C)C(=O)Nc2ccc(C(F)(F)F)cc2)Oc2c(NC(=O)Cc3ccccc3)cccc2C1=O,7%
Cc1ccc(S(=O)(=O)CC(=O)N2CCN(c3ccc([N+](=O)[O-])cc3)CC2)cc1,-9%
COc1cccc(NC(=S)NC(=O)Cc2ccc(Cl)cc2)c1,-2%
COc1ccccc1N1CC(C(=O)Nc2ccccc2N2CCCC2)CC1=O (stereo not drawn),2%
O=C(c1cc2ccccc2oc1=O)N1CCCCCCC1,7%
CSc1ncccc1C(=O)OCC(=O)Nc1ccc2c(c1)CCC2,7%
CC(C)c1ccc(/C=N/NC(=O)c2ccc(-n3cnnn3)cc2)cc1,1%
CCOC(=O)C1=CN(Cc2cccc(F)c2)S(=O)(=O)NC1c1ccc(Br)cc1F (stereo not drawn),-15%
Oc1cncc(Cc2ccccc2)c1,1%
Cc1c(C(=O)Nc2cccc(S(=O)(=O)N3CCOCC3)c2)oc2ccc(Br)cc12,-7%
O=C(CN1C(=O)NC2(CCCc3ccccc32)C1=O)c1ccc(Br)cc1 (stereo not drawn),0%
Cc1nn(-c2ccccc2)c(C)c1NC(=O)COC(=O)c1cccc(OC(F)F)c1,6%
Cc1ccc(N(Cc2ccccc2)C(=O)c2cccc(S(=O)(=O)N3CCN(C)CC3)c2)cc1,-3%
COCc1cc(=O)[nH]c(N2CCN(c3ccccc3OC)CC2)n1,-2%
CCOCCCNC(=O)C1c2ccccc2Oc2ccccc21,5%
COc1ccccc1N1CCN(CC(=O)Nc2ccccc2C(=O)NC(C)c2ccccc2)CC1 (stereo not drawn),-2%
# Other results:
SMILES,L3MBTL1 block
NS(=O)(=O)c1ccc(CNC(=O)Cc2ccccc2[N+](=O)[O-])cc1,5%
CCOC(=O)[C@@H]1[C@H]2COc3ccccc3[C@@H]2N2C(=O)N(c3ccc(Br)cc3)C(=O)[C@]12C,1%
COc1cc(OC)cc(C(=O)N[C@H](C(=O)OCC(=O)c2c[nH]c3ccccc23)C(C)C)c1,-6%
Cc1ccc(N2CC(C(=O)NCc3n[nH]c(=O)c4ccccc34)CC2=O)cc1 (stereo not drawn),0%
COc1ccc(-n2ncc3c(N(C)C4CCCCC4)ncnc32)cc1,-2%
CCOc1ccc(C=NNC(=O)c2ccc(-n3cnnn3)cc2)cc1,-3%
Cc1nc2ccccc2n1CC(=O)OCC(=O)N1CCC(C)CC1,-4%
CC(OC(=O)Cc1c[nH]c2ccccc12)C(=O)c1ccccc1 (stereo not drawn),-8%
O=C(c1c(F)cccc1F)N(C1CCCCC1)C1CCCCC1,1%
CC1CN(CC(=O)Nc2ccc(Br)cn2)CC(C)O1 (stereo not drawn),-1%
O=C(CNc1cccc(S(=O)(=O)N2CCCCCC2)c1)Nc1cccc([N+](=O)[O-])c1,-2%
CCN(CC(=O)Nc1ccc(NC(C)=O)cc1)C(=O)c1c(C)nn(-c2ccc(F)cc2)c1Cl,26%
O=C(Nc1ccccc1OCc1ccccc1)c1ccccc1Br,74%[activator]
CCCCNc1nnc(SCC(=O)c2c(N)n(C3CC3)c(=O)[nH]c2=O)s1,3%
Cc1ccc(C(=O)Cn2c(=N)n(N)c3ccccc32)cc1,61%[activator]
Cc1ccc(C(C)C)c(OCC(=O)OCC(=O)NC2CC2)c1,-2%
CC(C)CC(=O)N1CCN(C(=O)c2ccc(-c3ccccc3)cc2)CC1,7%
O=C(CC(O)CCc1ccccc1)c1ccc(O)cc1 (stereo not drawn),-1%
O=C(NCC1CCCO1)c1ccc(S(=O)(=O)Nc2ccc(F)cc2)cc1 (stereo not drawn),1%
O=C(CNC(=O)c1ccccc1F)OCn1nnc2ccccc2c1=O,-3%
CCOc1ccc(NC(=O)CSc2nc(=O)n(Cc3cccnc3)c3c2CCC3)cc1,3%
COc1cc(OC)c(-c2sc(Nc3ccccc3)n[n+]2-c2ccc(F)cc2)cc1OC,-1%
Cc1ccccc1S(=O)(=O)N1[C@@H](c2ccc(Cl)cc2)C(C(=O)O)=CC[C@H]1c1ccc(Cl)cc1,-1%
CN(C(=O)c1ccc(NC(=O)Cc2ccc(NC(=O)C3CCN(C(=O)C4CCCCC4)CC3)cc2)cc1)C1CC1,-2%

# In a second layout: results already given
CCCCNc1nnc(SCC(=O)c2c(N)n(C3CC3)c(=O)[nH]c2=O)s1
  L3MBTL1 block: 3%
Cc1ccc(C(C)C)c(OCC(=O)OCC(=O)NC2CC2)c1
  L3MBTL1 block: -2%
CC(C)CC(=O)N1CCN(C(=O)c2ccc(-c3ccccc3)cc2)CC1
  L3MBTL1 block: 7%
O=C(Nc1ccccc1OCc1ccccc1)c1ccccc1Br
  L3MBTL1 block: 74%[activator]

# (cont.)
SMILES,L3MBTL1 block
Cc1ccc(C)c(N2CCN(C(=O)Cn3c(=O)oc4cc(S(=O)(=O)N5CCCC5)ccc43)CC2)c1,0%
CN(C)C(=O)CCc1ccc2c3c([nH]c2c1)[C@]1(C)[C@@H](C(=O)N2CCCCC2)C[C@H](CC(=O)NCCC2=CCCCC2)C(=O)N1CC3,-3%
CCC(CO)Oc1cc(NCc2ccccc2O)c2ncn(C(C)C)c2c1 (stereo not drawn),-12%
Cn1c(-c2ccc(F)cc2)cnc1NCc1ccccc1F,5%
CCOc1ccc(OCCC(=O)NNC(=O)c2cc(OC)c(OC)c(OC)c2)cc1,-2%
O=C(CN1C(=O)NC2(CCCC2)C1=O)N1CCCSC1=Nc1ccccc1,0%
O=Cc1cn(CC(=O)Nc2ccccc2)c2ccccc12,-3%[2.29 µM]
CCN(CC)CCN(CC(=O)Nc1c(C)cc(C)cc1C)C(=O)c1ccccc1,4%
Cc1cc(NC(=O)C(C)SCC(=O)Nc2ccccc2N2CCCC2)no1 (stereo not drawn),-14%
CC(=O)N[C@@H](Cc1ccc(O)cc1)C(=O)N[C@H](C(=O)N[C@@H](C)C(=O)N[C@H](C#N)CC(=O)O)C(C)C,2%
Cc1cccc(C)c1NC(=O)CN1C(=O)COc2ccccc21,-5%
Cc1ccc(NC(=O)CN(C)S(=O)(=O)c2cccc3cccnc23)cc1C,9%
Cc1cc(C)n2nc(C(=O)OCC(=O)Nc3cc(Cl)ccc3C)nc2n1,4%
O=[N+]([O-])c1cccc(-c2nnc(-c3ccccc3F)o2)c1,-1%
Cc1ccc(SCC(=O)NCc2ccccc2C)cc1,47%[activator]
O=C(COC(=O)C1CCC1)NCc1ccc(Cl)cc1Cl,8%
COc1ccc(NC(=O)CN(c2ccc(OC)cc2)S(=O)(=O)c2ccc(OC)c(OC)c2)cc1,2%
C[C@@H]1CN([C@@H](C)CO)C(=O)Cc2cc(NC(=O)Nc3ccc4c(c3)OCO4)ccc2O[C@@H]1CN(C)C(=O)NC1CCCCC1,-1%
CCN(CC)c1ccc(S(=O)(=O)N2CCOCC2)cc1NC(=O)COC(=O)/C=C/c1ccc(C)o1,-6%
CC1CCCCN1C(=O)COC(=O)c1cc(Cl)c2c(c1)OCO2 (stereo not drawn),-10%

# Screens from PubChem BioAssay.

# Not all compounds are listed; count on the stated rates, not on these rows.
